Compound activity from PubChem BioAssay.
Growth percent in the NCI-60 one-dose screen (48 h, 10 µM unless noted): 100 = growth as untreated, 0 = no growth, -100 = all killed.
SF-539 = SF-539 CNS cancer; actives 6.8% (n = 81,000); AID 1794752
KM12 = KM12 colon cancer cells. actives 5% (n = 82,000)
SW-620 = SW-620 colon cancer; actives 5.2% (n = 82,000); AID 1794795
SNB-75 = SNB-75 CNS cancer. actives 5% (n = 79,000)
SF-268 = SF-268 CNS cancer cells; actives 3.1% (n = 82,000); AID 1794759
SF-295 = SF-295 CNS cancer cells; actives 5.6% (n = 79,000)
SNB-19 = SNB-19 CNS cancer cells; actives 2.5% (n = 81,000)
HCC-2998 = HCC-2998 colon cancer. actives 4.7% (n = 79,000)
HT29 = HT29 colon cancer. actives 7.4% (n = 81,000)
Starred values were filed as active, the others as inactive; . = no result given; & = joins results of further samples. How the source made its calls: active means growth percent below 10; inactive means the rest. This is a random part of the collection; 11% or so of the library scored in one or more.

canonical_smiles	SNB-75	SNB-19	HT29	SF-295	KM12	HCC-2998	SF-268	SW-620	SF-539
CN1CCN(c2ccc(/C=C/C(=O)c3cc4ccccc4oc3=O)cc2)CC1	75	94	101	111	103	104	93	89	92
COc1cc(-c2[nH]c(=S)[nH]c(=O)c2C#N)cc(OC)c1OC	105	111	94	100	104	104	97	107	106
OC(CN1CCCC2CCCCC21)c1cc2ccccc2c2ccccc12 (configuration not stated)	12	44	1.9*	-3.4*	16	13	46	27	28
CC1CCc2c(sc3nc(SCC(=O)N/N=C/c4ccc(Cl)cc4)n(-c4ccccc4)c(=O)c23)C1 (configuration not stated)	99	82	107	95	103	112	82	107	90
CC(=O)c1ccc(NCn2nc(-c3ccc(Cl)cc3)oc2=S)cc1	107	96	98	102	93	100	109	104	95
C=CCn1cnc2c(=S)nc[nH]c21	93	107	108	111	111	.	118	107	111
N/C(=N\c1nc2ccccc2s1)NC(=O)NC(c1ccccc1)c1ccccc1	97	106	70	88	79	97	81	82	105
COc1ccc(OC)c(/C=C/C(=O)c2ccc(NC(=O)COc3cccc4cccnc34)cc2)c1	81	78	85	102	74	108	96	55	72
COc1cc(C2C(C#N)=C(N)N(c3ccc(F)cc3F)C3=C2C(=O)CC(C)(C)C3)cc(Br)c1O (configuration not stated)	68	93	84	97	109	117	93	96	89
O=S(OCCN1CCOCC1)C(c1ccccc1)c1ccccc1 (configuration not stated)	104	113	109	105	109	108	104	118	111
CC(=O)Nc1cccc(NC(C)=O)c1	99&79	102&111	115&107	94&98	110&113	98&101	109&122	104&105	100&98
COc1cc(C2=NN(C=O)C(c3cccc(Nc4ccnc5cc(C(F)(F)F)ccc45)c3)C2)cc(OC)c1OC (configuration not stated)	78	64	15	65	60	70	47	65	77
O=c1[nH][n+](-c2no[n+]([O-])c2-c2cccc(F)c2)no1	.	103	115	101	102	110	99	85	99
N#C/C(=C\c1c(-c2ccccc2)[nH]c2ccccc12)C(=O)Nc1ccc(Cl)cc1	109	101	77	45	61	70	99	87	103
NCc1ccncc1	101	115	109	109	105	107	106	113	96
COCCOCCOCc1n(Cc2ccc3ccccc3c2)c2ccccc2[n+]1Cc1ccc2ccccc2c1	-4.1*	23	-5.5*	13	-26*	18	18	19	37
Cc1nc2ncccc2nc1Nc1ccccc1	.	93	116	111	99	119	108	101	94
CN1C(=O)C(=Cc2cn(Cc3cccc4ccccc34)c3ccccc23)C(=O)N(C)C1=O	84	101	100	115	96	100	90	94	113
Clc1ccc2c(NCCCNC3CCCCC3)ccnc2c1	90	110	48	55	101	91	103	111	101
O=C(c1nc(=S)[nH][nH]1)c1cnc2n(c1=O)CCCCC2	104	93	110	98	117	110	104	101	103
Oc1c(Cl)cc(Cl)c2cccnc12	46&83	39&57	90&63	12&30	52&54	69&75	54&66	58&55	34&69
COC(=O)c1sc(-c2ccccc2)cc1O	93	102	107	109	93	102	95	108	98
COC(=O)CN/C(CCCO)=C(/C#N)c1nc2ccccc2c(=O)[nH]1	153	101	86	100	92	83	109	104	136
Cc1ccccc1Nc1ncnc2nc[nH]c12	100	.	104	108	111	103	103	104	96
CCCCC(O)Cn1ncc(C(=O)N/N=C\c2ccc(OC(F)F)c(Oc3ccccc3)c2)c1N (configuration not stated)	94	93	83	84	79	99	93	94	84
CC1=CC2C(=O)c3c([nH]c4ccccc34)NC2C=C1 (configuration not stated)	98	110	108	103	96	106	107	100	100
CCN(CC)CC(=O)Sc1nc(-c2ccco2)cc(-c2ccc(Cl)cc2Cl)n1	97	105	67	106	101	116	107	123	91
CCOC(=O)c1ccc2c(c1)nc(NC(=O)c1ccc(Cl)cc1)n2CCCOC(C)C	90	74	65	77	70	80	78	75	98
O=S(=O)(Nc1ccc(NS(=O)(=O)c2ccccc2)cc1)c1ccccc1	85	98	103	124	107	106	90	98	93
O/N=C\c1cc(-c2cccc3ccccc23)on1	76	98	.	98	98	102	94	92	98
NCc1nnnn1-c1cccc(Br)c1	93	107	104	100	99	109	99	102	96
COC(=O)C1(NC(=O)CNC(=O)OCc2ccccc2)CCCC1	88	97	108	117	108	108	114	104	99
Nc1cc2ccccc2c(=O)n1NC(=O)c1ccc(Br)cc1	58	85	118	103	93	97	90	98	67
COC(=O)/C=C(/C(=O)OC)c1c[nH]c2ccccc12	97	105	95	114	99	108	104	110	102
Cc1nc(SCC(=O)c2ccc(Cl)cc2)n(Nc2ccccc2)c1C	94	89	99	90	105	107	104	109	104
O=[N+]([O-])c1cccc(CO)c1	81	105	117	106	95	103	106	105	98
OCCOc1cccc(OCCO)c1	79	101	101	98	106	105	102	102	98
O=C1C=CC2(NN=C(c3ccccc3)N2c2ccccc2)c2cccc(O)c21 (configuration not stated)	20	32	44	17	47	54	49	35	25
N=C1c2nc3n(c2C(=O)c2nc4n(c21)CCCC4)CCCC3	-97*	30	-14*	-86*	67	87	71	24	-22*
CCCCCCC(C)Br (configuration not stated)	92	107	122	116	107	95	112	105	99
CCCCCCCCCCCCc1ccc(C[N+](C)(C)CC[N+](C)(C)Cc2ccc(CCCCCCCCCCCC)cc2)cc1	87	101	84	99	93	97	103	99	107
COc1ccc(Cc2cnc(NC(=O)c3cc(C)oc3C)s2)cc1	-8.4*	39	14	39	25	61	53	28	32
CS(=O)(=O)Nc1cncc(-c2ccc3ncnc(Nc4ccc(F)c(Cl)c4)c3c2)c1	33	43	21	45	59	66	41	43	32
CCCCCCN1C(=O)CN=C1Nc1ccc2cc3ccc(NC4=NCC(=O)N4CCCCCC)cc3nc2c1	62	48	15	83	31	47	48	-52*	77
Fc1ccc(C2=NN(c3ccc(Cl)cc3)C(c3cccc(Nc4ccnc5cc(C(F)(F)F)ccc45)c3)C2)cc1 (configuration not stated)	92	104	77	87	76	98	78	105	103
COC(=O)c1c2c(c(C)[n+]([O-])c1C)C(=O)C(NCc1ccc(F)cc1)=CC2=O	128	3.7*	7.2*	69	20	26	23	6.4*	0.8*
O=C1CC(C(=O)NCc2ccc(Cl)cc2Cl)CN1 (configuration not stated)	84	100	84	90	108	111	99	100	94
O=C(Nn1c(COc2ccccc2)nc2ccccc2c1=O)c1ccc(F)cc1	66	66	65	93	52	96	106	72	82
COc1ccc(-c2ccc(-c3ccc(C(=N)N)cn3)s2)cc1Cl	-98*	-74*	-53*	-81*	-45*	-81*	-31*	-87*	-93*
Nc1ccc(CSc2ccccc2)cc1	75	98	104	112	101	104	98	118	81
OC(COc1cccc2ccccc12)CN1CCCCC1 (configuration not stated)	62	94	94	111	110	91	107	94	97
O=S(=O)(c1cc(Cl)c(Cl)cc1Cl)N(CCCCCN(S(=O)(=O)c1cc(Cl)c(Cl)cc1Cl)S(=O)(=O)c1cc(Cl)c(Cl)cc1Cl)S(=O)(=O)c1cc(Cl)c(Cl)cc1Cl	90	.	105	107	102	108	96	100	98
COc1ccc2c(c1OC)CN(C(=O)C(C)(O)COC(C)=O)C(=O)O2 (configuration not stated)	101	103	97	105	107	89	101	103	101
O=C(CSc1nc2ccccc2c(=O)n1Cc1ccccc1)Nc1ccc(S(=O)(=O)Nc2ccc(Cl)nn2)cc1	98	102	129	94	99	120	100	97	93
Cc1cc(=O)oc2cc(Nc3nc4c(Cl)ccc(Cl)c4s3)ccc12	87	110	100	104	87	111	97	105	94
CCCCN(CCCC)CCCCNc1c(C)cnc2cc(Cl)ccc12	74	.	69	96	97	85	90	93	101
Cc1sc2nc3nc(-c4ccccc4Cl)[nH]n3c(=O)c2c1C	99	105	103	104	97	101	108	103	103
CC(=O)OC(C)C(=O)NCC(C)O (configuration not stated)	93	110	110	.	102	99	100	94	102
CCC(CCCCc1ccccc1)(C(=O)O)C(=O)O	94	113	97	98	97	100	99	115	101
COc1cc(-c2ccc(=O)oc2C#Cc2ccccc2)cc(OC)c1OC	73	80	60	84	67	56	53	63	71

2 entries picked at random from the list so far, as already listed:
canonical_smiles	SNB-75	SNB-19	HT29	SF-295	KM12	HCC-2998	SF-268	SW-620	SF-539
COc1ccc2c(c1OC)CN(C(=O)C(C)(O)COC(C)=O)C(=O)O2 (configuration not stated)	101	103	97	105	107	89	101	103	101
CCCCCCCCCCCCc1ccc(C[N+](C)(C)CC[N+](C)(C)Cc2ccc(CCCCCCCCCCCC)cc2)cc1	87	101	84	99	93	97	103	99	107

Compound profiles (already shown). Order of screens: SNB-75, SNB-19, HT29, SF-295, KM12, HCC-2998, SF-268, SW-620, SF-539
CC(=O)OC(C)C(=O)NCC(C)O (configuration not stated) is listed as 93, 110, 110, ., 102, 99, 100, 94, 102
OC(COc1cccc2ccccc12)CN1CCCCC1 (configuration not stated) is listed as 62, 94, 94, 111, 110, 91, 107, 94, 97
CCCCCCN1C(=O)CN=C1Nc1ccc2cc3ccc(NC4=NCC(=O)N4CCCCCC)cc3nc2c1 is listed as 62, 48, 15, 83, 31, 47, 48, -52*, 77
Cc1sc2nc3nc(-c4ccccc4Cl)[nH]n3c(=O)c2c1C is listed as 99, 105, 103, 104, 97, 101, 108, 103, 103

Next part.
canonical_smiles	SNB-75	SNB-19	HT29	SF-295	KM12	HCC-2998	SF-268	SW-620	SF-539
Nc1cccc2ncccc12	91	101	111	107	110	110	109	106	104
O=C(Nc1ccc(Cc2ccc(NC(=O)Nc3nc4ccccc4s3)cc2)cc1)Nc1nc2ccccc2s1	65	81	43	71	41	70	59	59	90
CC(C)(C)c1ccc(C(=O)n2c(=S)oc3ccc(Cl)cc32)cc1	105	104	108	100	96	116	93	123	91
O=C(OCCCl)c1ccccc1C(=O)OCCCl	104	106	116	100	103	107	101	92	95
CC(C)=CCC[C@](C)(O)[C@H]1CC[C@]2(C)[C@@H]1CC[C@@H]1[C@@]3(C)CC(=O)CC(C)(C)[C@@H]3CC[C@]12C	87	101	96	105	98	113	100	104	100
COc1cccc(-c2c(C#N)c(-c3ccc(C)cc3)nc3c2c(-c2ccccc2)nn3-c2ccccc2)c1	70	98	100	99	101	102	85	102	101
O=C(Oc1ccccc1-c1ccccc1)c1ccccc1C(=O)c1ccccc1	86	104	100	91	95	95	85	97	97
CCSC(=O)CCC(C)C1CCC2C3CC=C4CC(OC(C)=O)CCC4(C)C3CCC12C (configuration not stated)	100	110	106	100	103	99	102	112	99
C[C@]12CC[C@@H]3c4ccc(O)c([N+](=O)[O-])c4CC[C@H]3[C@@H]1CC[C@@H]2NS(=O)(=O)c1ccc(C(F)(F)F)cc1	40	49	48	19	20	54	36	34	62
COc1ccc2[nH]cc(-c3cc4nc(-c5cn(C)c6ncc(Br)cc56)cc(N)n4n3)c2c1	-57*	-29*	-76*	-77*	-50*	-95*	-44*	-74*	-95*
COc1ccccc1Cn1cc(C#N)c(N)c1C(=O)c1ccc(C)cc1	83	92	116	113	105	109	99	107	104
CC(C)(Sc1cc(C(C)(C)C)c(OC(=O)CCCC(=O)O)c(C(C)(C)C)c1)Sc1cc(C(C)(C)C)c(OC(=O)CCCC(=O)O)c(C(C)(C)C)c1	68	30	27	34	11	22	29	41	7.0*
O=C(NCCNc1nccc(-c2c(-c3cccc(F)c3)nc3sccn23)n1)C1CCCCC1	89	96	44	94	82	104	77	114	85
NS(=O)(=O)c1ccc(CCn2c(-c3ccccc3)nc(-c3ccccc3)c2-c2ccccc2)cc1	83	97	99	106	97	104	89	98	94
OCCN(CCCCN(CCO)Cc1ccccc1)Cc1ccccc1	107	112	94	88	106	108	108	101	92
Cc1ccc(-c2nc(Nc3ccc(S(N)(=O)=O)cc3)c3ccccc3n2)cc1	88	61	15	24	0.1*	-9.8*	52	32	37
CCOC(=O)C(C#N)C1C=Cc2ccccc2N1C(=O)c1ccccc1 (configuration not stated)	74&89	108&105	112&106	100&96	95&103	102&106	89&104	96&95	106&99
CCN(CC)c1ccc(C=O)c(OCc2cn(CC(=O)Nc3ccc(Cl)cc3Cl)nn2)c1	123	104	112	112	107	114	124	115	108
CCc1cccc(-c2ccccc2)c1	105	107	114	107	102	110	108	100	98
CCC1C(=O)NN(C(=O)CSc2nc3sc(C(N)=O)c(C)c3c(=O)n2Cc2ccccc2)C1=O (configuration not stated)	95	89	103	105	98	103	102	104	102
O=C1OC(=O)c2c1c1ccccc1c1ccccc21	78	98	84	96	97	109	98	97	102
O=S(=O)(Nc1nnc(/C=C/c2ccccc2)s1)c1ccccc1	102	108	101	93	116	105	105	99	100
NC(N)=N/N=C/c1ccc(-c2ccc(-c3ccc(Cl)cn3)s2)cc1	89	94	12	102	15	98	88	2.5*	86
Cc1nc2sc(C(=O)Nc3cccc(Cl)c3C)c(N)c2cc1C(=O)c1ccccc1	7.5*	13	3.1*	1.8*	13	7.0*	29	27	-7.4*
N#Cc1cc(C(F)(F)F)cc(C(F)(F)F)c1	98	107	104	95	116	106	114	113	102
O=C(NNc1nc2cc(Br)ccc2n2cccc12)c1cnccn1	89	57	52	41	45	61	53	51	55
NC(=O)c1ccc(N=C(N)N=C(N)N)cc1	91	110	105	97	99	98	95	104	97
Nc1nc(SCC(=O)c2ccc(Cl)cc2)c2ncn(C3OC(CO)C(O)C3O)c2n1 (configuration not stated)	88	108	99	106	94	100	95	101	110
Cn1cccc1-c1cc(-c2ccc(Br)cc2)n(S(=O)(=O)c2ccccc2)c(=O)c1C#N	88	96	105	102	120	94	117	119	119

2 neighbouring records from above:
canonical_smiles	SNB-75	SNB-19	HT29	SF-295	KM12	HCC-2998	SF-268	SW-620	SF-539
CN1CCN(c2ccc(/C=C/C(=O)c3cc4ccccc4oc3=O)cc2)CC1	75	94	101	111	103	104	93	89	92
COc1cc(-c2[nH]c(=S)[nH]c(=O)c2C#N)cc(OC)c1OC	105	111	94	100	104	104	97	107	106
